Nrf2 activator: activators of Nrf2 (ARE) signaling; AREc32 ARE-luciferase reporter (MCF7-derived line), luminescence, 24 h; Potency, µM (top dose mostly 46.1 µM), inactives show top-dose activation, actives largely listed as activators; 0.31% of 410,000 active; AID 624171; also: potency is read from the fitted curve at half-maximal effect; % of control where 0% means no effect; nearly all actives have a fitted effect of over 65% in size
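ARE-driven firefly luciferase activity in AREc32 cells measured after a 24 hr compound exposure at 37 deg C, using Steady-Glo reagent and a 30 min room-temperature hold.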
HepG2 tox: counter-screen for TGF-b inhibitors: cytotoxicity in HepG2 cells | Potency, µM (doses to about 46.1 µM), for inactives: top-dose activity change, negative = cytotoxicity, hits mostly cytotoxic | AID 588856 | 0.76% of 410,000 active | HepG2 CAGA-GFP viability, ATP luminescence, 18 h; also: potency is read from the fitted curve at half-maximal effect; some results filed as inactive show a strong effect at the top dose
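HepG2 CAGA-GFP cells (1000/well, DMEM with 1% FBS) received compound, then TGF-beta at 500 pg/mL final, and were incubated 18 hours at 37 degrees C. Viability was read by CellTiter-Glo luminescence. Media-only wells were set as complete cell-killing and DMSO as no toxicity.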
TGFb inhibitor: inhibitors of TGF-b signaling. HepG2 CAGA-GFP TGF-b/SMAD3 reporter, GFP fluorescence, 18 h; TGF-beta stimulated, 500 pg/mL final. AID 588855. Potency, µM (titrated, usually from 46.1 µM), inactives show at the highest dose activity, negative = inhibition, most hits filed as inhibitors. 1.2% of 410,000 active; also: potency is read from the fitted curve at half-maximal effect; % is scaled to controls: 0 for no effect and ±100 for the full control effect; nearly all actives have a fitted effect of over 65% in size
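Cell-based qHTS in HEPG2 carrying a CAGA-GFP Smad reporter; compounds added before 500 pg/mL final TGF-beta, 18 h incubation at 37 degrees C, GFP fluorescence quantified per cell by imaging cytometry.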
Nrf2 inh: Nrf2 pathway inhibition. A549 ARE-Fluc reporter, luciferase luminescence, 18-24 h. Potency, µM (doses to about 46 µM), for inactives: top-dose activity change, negative = inhibition, most hits filed as inhibitors. 2.1% of 360,000 active. AID 504444; also: potency is read from the fitted curve at half-maximal effect; % is scaled to controls: 0 for no effect and ±100 for the full control effect; nearly all actives have a fitted effect of over 60% in size
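A549 ARE_Fluc cells (5000/well, 5% FBS OPTI-MEM) pre-incubated 2 h, then treated with compounds 18-24 h at 37C/5% CO2 in concentration-response. CellTiter-Fluor viability read first; BugLite luciferase luminescence after 15 min at room temperature gives Nrf2 activity.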
IL-2 act: IL-2 activation; 0.065% of 360,000 active; activation, % (series mostly up to about 46 µM); IL-2 activation reporter assay, cell-based qHTS; stimulated with anti-CD3/CD4/CD28 beads; in transgenic mouse T cells; in the data active = activation above about 50%; inconclusive = mostly about 30% to 49%; also: 0% is about no effect
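Unstimulated transgenic mouse T cells; 60-min compound exposure; bead-based TCR/CD4/CD28 stimulation; 18 h culture, 37 degrees C; dual fluorescence (EGFP, DsRed) plate cytometry.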
EPAC2 agonist: EPAC2 (human) agonism; Q8WZA2; EPAC2 activation, biochemical qHTS; response scale: 100% = 6.5 mM cAMP response; Potency, µM (titrated, usually from 154 µM), for inactives: at the top dose activation, most hits filed as activators; 0.079% of 360,000 active; AID 720711; also: potency is read from the fitted curve at half-maximal effect; nearly all actives have a fitted effect of over 50% in size
Target sequence (Q8WZA2 whole entry, looked up): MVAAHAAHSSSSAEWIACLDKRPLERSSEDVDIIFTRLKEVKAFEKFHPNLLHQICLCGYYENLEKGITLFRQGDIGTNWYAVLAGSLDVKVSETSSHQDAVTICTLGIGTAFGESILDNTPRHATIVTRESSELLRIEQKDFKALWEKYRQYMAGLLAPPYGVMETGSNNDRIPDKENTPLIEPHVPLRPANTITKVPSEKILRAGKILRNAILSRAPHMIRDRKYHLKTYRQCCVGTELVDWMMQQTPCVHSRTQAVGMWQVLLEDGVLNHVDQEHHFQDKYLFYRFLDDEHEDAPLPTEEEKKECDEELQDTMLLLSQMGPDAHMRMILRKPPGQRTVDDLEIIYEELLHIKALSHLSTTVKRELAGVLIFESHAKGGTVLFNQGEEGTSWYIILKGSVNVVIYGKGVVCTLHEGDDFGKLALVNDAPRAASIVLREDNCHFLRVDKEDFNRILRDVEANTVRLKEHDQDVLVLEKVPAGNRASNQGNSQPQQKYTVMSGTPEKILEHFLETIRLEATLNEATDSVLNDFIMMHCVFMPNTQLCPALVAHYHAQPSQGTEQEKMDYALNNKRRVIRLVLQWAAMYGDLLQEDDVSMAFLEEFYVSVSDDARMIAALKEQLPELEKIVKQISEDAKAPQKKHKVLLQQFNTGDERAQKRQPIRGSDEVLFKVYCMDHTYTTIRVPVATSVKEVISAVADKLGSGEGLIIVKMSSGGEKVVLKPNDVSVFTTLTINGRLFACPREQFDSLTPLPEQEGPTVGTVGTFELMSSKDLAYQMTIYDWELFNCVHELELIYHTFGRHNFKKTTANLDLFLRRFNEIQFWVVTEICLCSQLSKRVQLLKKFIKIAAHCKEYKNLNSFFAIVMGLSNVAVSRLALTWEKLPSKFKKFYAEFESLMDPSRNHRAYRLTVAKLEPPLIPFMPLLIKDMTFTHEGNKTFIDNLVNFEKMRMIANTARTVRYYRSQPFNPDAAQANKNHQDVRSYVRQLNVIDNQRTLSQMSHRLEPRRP
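Each well held 100 nM EPAC2, 250 nM RAP1B-BODIPY-GDP and 50 uM GDP. Fluorescence, read at 5-min intervals to 30 min, was referenced to a 6.5 mM cAMP positive control.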
ATXN viability: reduces viability in counter-screen for ATXN expression inhibitors; S2 cells (HEK-293 line with an ATXN2-luciferase reporter) viability, CellTiter-Fluor protease fluorescence, 24 h; 0.49% of 400,000 active; Potency, µM (top dose mostly 56.7 µM), actives largely listed as cytotoxic; also: potency is read from the fitted curve at half-maximal effect; nearly all actives have a fitted effect of over 40% in size
A549 viability: A549 cytotoxicity, counter-screen for Nrf2 inhibitors; A549 ARE-Fluc cells, CellTiter-Fluor viability, 18-24 h; Potency, µM (series often up to 46 µM), for inactives: at the top dose activity change, negative = cytotoxicity, usual class: inhibitors; 0.16% of 390,000 active; AID 504648; also: potency is read from the fitted curve at half-maximal effect; % is scaled to controls: 0 for no effect and ±100 for the full control effect
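A549 ARE_Fluc cells in 5% FBS OPTI-MEM were exposed to compounds in concentration-response for 18-24 h at 37 deg C. Viability was read by CellTiter-Fluor fluorescence (Ex 405/Em 525) after 30 min, before the luciferase read.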
ATXN2 expr inh: ATXN2 expression inhibition; Potency, µM (series often up to 57 µM), inactives show top-dose activity change, negative = inhibition, usual class: inhibitors; 0.72% of 360,000 active; HEK-293 ATXN2-luciferase reporter, luminescence, 24 h; AID 1745845; also: potency is read from the fitted curve at half-maximal effect; % is scaled to controls: 0 for no effect and ±100 for the full control effect; nearly all actives have a fitted effect of over 55% in size
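ATXN2-luciferase reporter cells (luciferase flanked by upstream and downstream ATXN2 gene portions) were treated 24 h at 37 °C with compounds at up to 57 uM. SteadyGlo luminescence gave expression; GF-AFC fluorescence gave viability.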
An asterisk follows results filed as active; [ ] = dose if it differs, or a comment. Unless noted, calls follow the shape of the dose curve; as a rule, active = well fitted curve in the direction sought with a large enough effect; inconclusive = small, poorly fitted or top-dose-only effect, or another doubt; inactive = no such curve, though single readings can be large; an effect the other way counts as inactive or inconclusive.

For CC(=O)c1cccc(N(CC(=O)N2CCCC2)S(C)(=O)=O)c1 the results were Nrf2 activator -0.7%, HepG2 tox -4%, TGFb inhibitor -10%, Nrf2 inh 5%, IL-2 act -0.3, EPAC2 agonist -1%, ATXN viability inactive, A549 viability -3%[1.84 µM] and ATXN2 expr inh -5%.
For Cc1cccc(NC(=O)CSc2nnc(CNC(=O)c3ccco3)o2)c1C the results were Nrf2 activator -0.4%, HepG2 tox 8%, TGFb inhibitor -1%, Nrf2 inh 11%, IL-2 act -3.5, EPAC2 agonist 5%, ATXN viability inactive, A549 viability 4% and ATXN2 expr inh -12%.
For CCN(C(=O)Cn1nnc2sc3c(c2c1=O)CCC(C(C)(C)C)C3)c1cccc(C)c1 (stereo not given) the results were Nrf2 activator -1.3%, HepG2 tox -1%, TGFb inhibitor -2%, Nrf2 inh 2%, ATXN viability inconclusive, A549 viability 8% and ATXN2 expr inh inconclusive.
For CC(C(=O)NC1CCCc2ccccc21)N1CCN(c2ccc(F)cc2)CC1 (stereo not given) the results were Nrf2 activator 1.8%, HepG2 tox -2%, TGFb inhibitor -9%, Nrf2 inh -10%, IL-2 act -0.6, EPAC2 agonist 13%, ATXN viability inactive, A549 viability 13% and ATXN2 expr inh -5%.
Screening CCOC(=O)N1CCN(C(=O)CN(C2CCCCC2)S(=O)(=O)c2ccc(F)cc2)CC1 returned Nrf2 activator 0.1%, HepG2 tox -3%, TGFb inhibitor -1%, Nrf2 inh 2%, IL-2 act -0.3, EPAC2 agonist -3%, ATXN viability inactive, A549 viability -7% and ATXN2 expr inh 8%.
For O=C(O)CN1CCN(Cc2ccccc2Cl)C1=O the results were Nrf2 activator 0.0%, HepG2 tox 6%, TGFb inhibitor 6%, Nrf2 inh -3%, IL-2 act 0.2, EPAC2 agonist 8%, ATXN viability inactive, A549 viability -3% and ATXN2 expr inh 2%.
For CC(C)CNC(=O)C1(C)CCCCCN1Cc1ccccc1-c1ccccc1 (stereo not given) the results were Nrf2 activator -0.2%[9.22 µM], HepG2 tox -94%, TGFb inhibitor inconclusive, IL-2 act -0.7, EPAC2 agonist 4%, ATXN viability inactive and ATXN2 expr inh inconclusive.
COC(=O)CN1C(=S)N(C)C(=O)C1CC(=O)Nc1ccccc1 (stereo not given) was read as Nrf2 activator -0.4%, HepG2 tox 25%, TGFb inhibitor 11%, Nrf2 inh 2%, IL-2 act 4.0, EPAC2 agonist 7%, ATXN viability inactive, A549 viability 3% and ATXN2 expr inh -2%.
`COc1cccc(NC(=S)Nc2cccc3ccccc23)c1` gave Nrf2 activator 4.7%, HepG2 tox 2%, TGFb inhibitor -13%, Nrf2 inh 11%, IL-2 act -3.4, EPAC2 agonist 2%, ATXN viability inactive, A549 viability 3% and ATXN2 expr inh 64%[activator].
`Cc1cc(C(=O)NCc2ccc(S(N)(=O)=O)cc2)ccc1[N+](=O)[O-]` gave Nrf2 activator -0.2%, HepG2 tox -13%, TGFb inhibitor -1%, Nrf2 inh 6%, IL-2 act 0.2, EPAC2 agonist 8%, ATXN viability inconclusive, A549 viability 2% and ATXN2 expr inh -4%.
For Cc1nc(-c2ccccn2)sc1C(=O)O the results were Nrf2 activator 0.7%, HepG2 tox -2%, TGFb inhibitor -1%, Nrf2 inh inconclusive, IL-2 act 0.4, EPAC2 agonist 4%, ATXN viability inactive, A549 viability 1% and ATXN2 expr inh -2%.
`CC(=O)c1ccc(N2CCN(C(=O)c3ccccc3SCC(=O)NCc3ccco3)CC2)c(F)c1` gave Nrf2 activator 14%, HepG2 tox -16%, TGFb inhibitor -5%, Nrf2 inh -6%, IL-2 act -5.1, EPAC2 agonist 2%, ATXN viability inactive, A549 viability 12% and ATXN2 expr inh 7%.
O=C(CN1C(=O)CSC1=O)Nc1ccc(C(=O)O)cc1 was read as Nrf2 activator -1.2%, HepG2 tox 0%, TGFb inhibitor 6%, Nrf2 inh -3%, IL-2 act -0.6, EPAC2 agonist -35%[inhibitor][15.6 µM], ATXN viability inactive, A549 viability 2% and ATXN2 expr inh -8%.
Screening CCn1c(=O)n(CC)c2cc(N3CCCC3)c(NC(=O)c3ccccc3F)cc21 returned Nrf2 activator 0.1%, HepG2 tox -15%, TGFb inhibitor 0%, Nrf2 inh -1%, IL-2 act -2.6, EPAC2 agonist -3%, ATXN viability inactive, A549 viability -14% and ATXN2 expr inh -21%.
CCOC(=O)N1CCN(C(=O)CSc2ccc(-c3cccc(OC)c3)nn2)CC1 was read as Nrf2 activator 2.3%, HepG2 tox 24%, TGFb inhibitor -8%, Nrf2 inh inconclusive, IL-2 act -4.6, EPAC2 agonist 6%, ATXN viability inactive, A549 viability -6% and ATXN2 expr inh 18%.
For O=C(NN1CCOCC1)c1cccc(COc2cccc(Br)c2)c1 the results were Nrf2 activator 0.6%, HepG2 tox -18%, TGFb inhibitor -24%, Nrf2 inh 13%, IL-2 act -2.0, EPAC2 agonist 2%, ATXN viability inactive, A549 viability 0% and ATXN2 expr inh 34%.
For CCCCCCCOc1ccc(OC(=O)c2cccnc2)cc1 the results were Nrf2 activator 3.7%, HepG2 tox -6%, TGFb inhibitor -5%, Nrf2 inh -1%, IL-2 act -1.6, EPAC2 agonist 4%, ATXN viability inactive, A549 viability -3% and ATXN2 expr inh -30%.
For Cc1ccc(NC(=O)O/N=C/c2cccc([N+](=O)[O-])c2)cc1 the results were Nrf2 activator 7.4%, HepG2 tox -24%, TGFb inhibitor -14%, Nrf2 inh 3%, IL-2 act -2.3, EPAC2 agonist 1%, ATXN viability inactive, A549 viability 3% and ATXN2 expr inh 23%.
For COc1cccc(C(=O)N(Cc2ccc(N(C)C)cc2)C2CCS(=O)(=O)C2)c1 (stereo not given) the results were Nrf2 activator 1.5%, HepG2 tox -6%, TGFb inhibitor -8%, Nrf2 inh -24%, IL-2 act -1.4, EPAC2 agonist 14%, ATXN viability inactive, A549 viability -9% and ATXN2 expr inh 3%.
For CC(C)Oc1ccc(S(=O)(=O)N2CCOCC2)cc1NC(=O)CN1C(=O)NC2(CCCC2)C1=O the results were Nrf2 activator 0.2%, HepG2 tox -2%, TGFb inhibitor -27%, Nrf2 inh -1%, IL-2 act -2.1, EPAC2 agonist 8%, ATXN viability inactive, A549 viability 12% and ATXN2 expr inh -14%.
Screening C[C@@H]1CCCCO[C@H](CN(C)C)[C@H](C)CN([C@@H](C)CO)C(=O)c2cc(NC(=O)Nc3ccc(C(F)(F)F)cc3)ccc2O1 returned Nrf2 activator 2.9%, HepG2 tox -51%, TGFb inhibitor 6%, IL-2 act -2.0, EPAC2 agonist 18%, ATXN viability inactive and ATXN2 expr inh -28%.
Screening O=C(CCNC(=O)c1ccccc1Cl)Nc1ccc(S(=O)(=O)Nc2nccs2)cc1 returned Nrf2 activator 0.4%, HepG2 tox -61%, TGFb inhibitor 2%, Nrf2 inh 8%, IL-2 act -6.2, EPAC2 agonist -3%, ATXN viability inactive, A549 viability -2% and ATXN2 expr inh -2%.
`O=C(COc1ccc(Br)cc1)NCCCN1CCCC1=O` gave Nrf2 activator -0.4%, HepG2 tox 4%, TGFb inhibitor 5%, Nrf2 inh 6%, IL-2 act -0.2, EPAC2 agonist 4%, ATXN viability inactive, A549 viability -1% and ATXN2 expr inh -12%.
`CN(Cc1ccccc1)C(=O)c1nc(-c2ccc(Cl)cc2)n2c1CCCCC2` gave Nrf2 activator 3.6%, HepG2 tox -46%, TGFb inhibitor inconclusive, Nrf2 inh inconclusive, ATXN viability inconclusive, A549 viability -9% and ATXN2 expr inh -24%.
`CC(C)(C)NCc1cc(Br)ccc1OC1CCCC1` gave Nrf2 activator -2.4%, HepG2 tox -6%, TGFb inhibitor -20%, Nrf2 inh -11%, IL-2 act 0.8, EPAC2 agonist 1%, ATXN viability inactive and A549 viability 0%.
`O=C(Nc1ccc2[nH]ccc2c1)c1ccc(F)cc1` gave Nrf2 activator -1.5%, HepG2 tox -26%, TGFb inhibitor -7%, Nrf2 inh inconclusive, IL-2 act 0.0, EPAC2 agonist 8%, ATXN viability inactive and A549 viability 0%.
Screening N#CC1=C2SCN(Cc3ccco3)CN2C(=O)CC1c1ccccc1F (stereo not given) returned Nrf2 activator 0.2%, HepG2 tox 0%, TGFb inhibitor -10%, Nrf2 inh 3%, IL-2 act -2.9, EPAC2 agonist 7%, ATXN viability inactive, A549 viability 2% and ATXN2 expr inh -11%.

An excerpt from above in order of count of non-hydrogen atoms, ascending:
Screening N#CC1=C2SCN(Cc3ccco3)CN2C(=O)CC1c1ccccc1F (stereo not given) returned Nrf2 activator 0.2%, HepG2 tox 0%, TGFb inhibitor -10%, Nrf2 inh 3%, IL-2 act -2.9, EPAC2 agonist 7%, ATXN viability inactive, A549 viability 2% and ATXN2 expr inh -11%.
Screening O=C(CCNC(=O)c1ccccc1Cl)Nc1ccc(S(=O)(=O)Nc2nccs2)cc1 returned Nrf2 activator 0.4%, HepG2 tox -61%, TGFb inhibitor 2%, Nrf2 inh 8%, IL-2 act -6.2, EPAC2 agonist -3%, ATXN viability inactive, A549 viability -2% and ATXN2 expr inh -2%.
For CC(C)Oc1ccc(S(=O)(=O)N2CCOCC2)cc1NC(=O)CN1C(=O)NC2(CCCC2)C1=O the results were Nrf2 activator 0.2%, HepG2 tox -2%, TGFb inhibitor -27%, Nrf2 inh -1%, IL-2 act -2.1, EPAC2 agonist 8%, ATXN viability inactive, A549 viability 12% and ATXN2 expr inh -14%.

Source: PubChem
